# EPAC1 antag: antagonists of human EPAC1; EPAC1 GEF assay, Rap1b-BODIPY-GDP exchange fluorescence; Potency, µM (top dose mostly 115 µM), without a hit: at the highest dose activity change, negative = inhibition, hits mostly inhibitors; 0.14% of 360,000 active;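 further: potency means the concentration at half of the fitted maximal effect; plate controls were vehicle for no effect and positive control for full effect; nearly all actives have a fitted effect of over 50% in size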
# PI5P4Ka inh: blocks human PI5P4K alpha kinase activity | max response, % | P48426 | 1.2% of 330,000 active | AID 652105 | PI5P4Kalpha enzyme, ADP-Glo luminescence, 60 min; stronger effect = lower value; active means max response of -50% or lower; inconclusive means between -30% and -50%; inactive means -30% or higher; further: value at the top dose of about 77 µM; on the % scale 0 is the no-effect control and ±100 the full control effect
# Target sequence (P48426 whole entry, looked up): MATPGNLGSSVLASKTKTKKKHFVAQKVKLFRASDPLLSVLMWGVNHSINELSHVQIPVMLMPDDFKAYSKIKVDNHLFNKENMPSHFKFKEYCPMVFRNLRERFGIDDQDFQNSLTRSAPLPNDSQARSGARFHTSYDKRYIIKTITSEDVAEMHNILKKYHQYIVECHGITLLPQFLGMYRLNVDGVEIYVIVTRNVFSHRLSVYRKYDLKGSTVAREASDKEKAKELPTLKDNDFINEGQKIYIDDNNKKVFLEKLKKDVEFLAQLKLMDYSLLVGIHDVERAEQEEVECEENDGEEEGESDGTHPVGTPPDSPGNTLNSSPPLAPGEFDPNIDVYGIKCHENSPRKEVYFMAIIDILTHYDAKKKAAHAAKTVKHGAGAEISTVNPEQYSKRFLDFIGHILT
#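 Single end-point luminescence (ADP-Glo) quantified ADP from PI5P4Kalpha turnover; ATP 5 microM final, 1 h at RT, 0.1% CHAPS and 0.28 mM EGTA in HEPES pH 7.4.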
# IL-2 act: activators of IL-2; IL-2 activation reporter assay, cell-based qHTS; stimulated with anti-CD3/CD4/CD28 beads; in transgenic mouse T cells; activation, % (series mostly up to about 46 µM); 0.065% of 360,000 active; in the data active means activation above about 50%; inconclusive means mostly about 30% to 49%; further: 0% is about no effect
#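 Screening format: compound pinned onto unstimulated transgenic mouse T cells, 60 min incubation, then anti-CD3/anti-CD4/anti-CD28 bead stimulation for 18 hours at 37 degrees C, followed by EGFP and DsRed detection.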
# FUS suppressor: rescues growth of FUS-expressing yeast; S. cerevisiae FUS-expressing, growth rescue, OD600, 24 h; Potency, µM (series often up to 76.6 µM), for the others: top-dose growth rescue (activation), actives largely listed as activators; 0.24% of 390,000 active;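 further: potency means the concentration at half of the fitted maximal effect; plate controls were DMSO vehicle for no effect and reference control for full effect; nearly all actives have a fitted effect of over 55% in size; some results filed as inactive show a strong effect at the top dose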
#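 Yeast FUS proteinopathy model; galactose-induced FUS (2%), starting OD 0.005. Cpds in dilution series, 24hr, 30C, 99% humidity. Abs 600 nm growth. Pos ctrl CP55940 (top 92uM final); neg ctrl DMSO.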
# EPAC1 agonist: agonists of human EPAC1; O95398; EPAC1 agonist qHTS, biochemical assay; response scale: 100% = response to 6.5 mM cAMP; Potency, µM (series often up to 154 µM), for inactives: at the top dose activation, hits mostly activators; 0.073% of 360,000 active; AID 720707; further: potency means the concentration at half of the fitted maximal effect; nearly all actives have a fitted effect of over 60% in size
#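 Nucleotide exchange by EPAC1 (100 nM) on Rap1B–BODIPY-GDP (250 nM) in the presence of 50 uM GDP is tracked fluorescently at 480/540 nm over 30 min. Signals are normalized to a 6.5 mM cAMP control.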
# WRN helicase inh: inhibitors of human WRN helicase; WRN helicase unwinding, fluorescent forked duplex, kinetic; Potency, µM (titrated, usually from 114 µM), without a hit: top-dose activity change, negative = inhibition, most hits filed as inhibitors; 0.46% of 360,000 active; AID 651768; further: potency means the concentration at half of the fitted maximal effect; on the % scale 0 is the no-effect control and ±100 the full control effect; nearly all actives have a fitted effect of over 55% in size
#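 Screening of the MLSMR collection measured strand separation of a quenched forked DNA duplex (100 nM) by 20 nM WRN with 2 mM ATP, all final. Compounds were preincubated with enzyme 15 min at room temperature.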
# PLK1 PBD inh: blocks phosphopeptide binding to human PLK1 polo-box domain | Plk1 PBD binding of FITC phosphopeptide, fluorescence polarization | Potency, µM, without a hit: max response, negative = inhibition, usual class: inhibitors | 2.8% of 360,000 active; further: potency means the concentration at half of the fitted maximal effect; series mostly up to about 57 µM; on the % scale 0 is the no-effect control and ±100 the full control effect; nearly all actives have a fitted effect of over 65% in size
# Target sequence (P53350 whole entry, looked up, the tested form may be a part): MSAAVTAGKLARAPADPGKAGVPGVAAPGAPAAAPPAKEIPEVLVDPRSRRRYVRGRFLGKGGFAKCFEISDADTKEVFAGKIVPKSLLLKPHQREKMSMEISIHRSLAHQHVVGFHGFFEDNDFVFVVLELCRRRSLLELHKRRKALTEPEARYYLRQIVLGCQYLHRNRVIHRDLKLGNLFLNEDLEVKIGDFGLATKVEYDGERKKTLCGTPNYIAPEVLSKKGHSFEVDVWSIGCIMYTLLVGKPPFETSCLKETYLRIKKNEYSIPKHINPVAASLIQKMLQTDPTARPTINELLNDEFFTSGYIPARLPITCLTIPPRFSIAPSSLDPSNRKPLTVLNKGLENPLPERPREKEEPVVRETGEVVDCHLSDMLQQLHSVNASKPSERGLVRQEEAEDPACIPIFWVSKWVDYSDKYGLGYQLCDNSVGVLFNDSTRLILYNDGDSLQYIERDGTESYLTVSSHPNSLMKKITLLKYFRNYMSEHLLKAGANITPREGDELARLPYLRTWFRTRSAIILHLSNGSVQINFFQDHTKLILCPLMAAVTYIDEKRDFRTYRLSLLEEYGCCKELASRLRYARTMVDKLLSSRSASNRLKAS
# Abeta rescue: A-beta toxicity reversal in yeast. yeast expressing A-beta42, growth rescue, OD600, 48 h; response scale: 0% DMSO, 100% iron-clioquinol control. Potency, µM (doses to about 46.1 µM), for inactives: top-dose growth rescue, hits mostly activators. 0.063% of 410,000 active. AID 1347071; further: potency means the concentration at half of the fitted maximal effect; nearly all actives have a fitted effect of over 55% in size
#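 Yeast A-beta toxicity model in growth medium with pinned compounds, 48 h at 30 C; growth read as absorbance at 600 nm. Normalized to FeCl3/clioquinol equimolar mix (positive) and DMSO (negative).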
# * = called active by the depositor; ? = inconclusive; nt = not tested or not shown; & = joins results of further samples; [ ] = dose if it differs, or a comment. Unless noted, the call rests on the fitted dose curve; in most records, active means well fitted curve in the direction sought with a large enough effect; inconclusive means small, poorly fitted or top-dose-only effect, or another doubt; inactive means no such curve, though single readings can be large; an effect the other way counts as inactive or inconclusive.
SMILES,EPAC1 antag,PI5P4Ka inh,IL-2 act,FUS suppressor,EPAC1 agonist,WRN helicase inh,PLK1 PBD inh,Abeta rescue
COCCNC(=O)C(c1ccc(Cl)cc1)N(Cc1ccco1)C(=O)CCC(=O)Nc1ccccn1 (stereo not given),-1%,-53*,-1.5,-4%,-4%,8%,-1%,-11%
C=CCc1c(C)nc(SCCC)[nH]c1=O,5%,nt,-0.3,-4%,9%,-3%,-8%,-7%
CCCOc1ccc(/C=C2/C(=O)ON=C2C)cc1Cl,5%,-17,-5.7,-26%,-6%,-7%,1.1µM*,-36%[inhibitor]
CC(C)Nc1nc(Cl)nc(NCCOc2ccccc2)n1,5%,-6,-3.8,-5%,-1%,-13%[57.1 µM],-2%,?
O=C(NC(=S)Nc1ccc(NC(=O)c2cccs2)cc1)c1ccco1,-9%,1,-0.4,nt,-4%,-24%,19µM*,13%
CCN(CC)CCOc1nnc(-c2ccc(OC)cc2)c2ccccc12,8%,9,-1.5,0%,2%,-18%[57.1 µM],-17%,18%
Cc1ccc(S(=O)(=O)N/N=C/c2c(C)nn(-c3ccccc3)c2C)cc1,-29%,-8,0.5,9%,19%,-33%,-3%,8%
CCOc1ccc(NC(=O)CN2CCN(CC(=O)Nc3ccc(OC)cc3)CC2)cc1,11%,nt,-1.7,-6%&9%,-5%,-13%,-2%,-15%&-5%
O=C(NCCCN1CCN(c2cccc(Cl)c2)CC1)c1cccc(N2CCCC2=O)c1,13%,-2,0.4,15%,2%,-1%,-3%,14%
COc1c2n(C)ccc3c-2n(c(=O)c1=O)c1ccccc31,-4%,9,1.1,-24%,8%,-6%,-1%,6%
Cc1ccc(NC(=O)COC(=O)CNC(=O)C2CCCCC2)cc1S(=O)(=O)N(C)C,-15%,0,-0.6,3%,4%,1%,-8%,18%
CC(=O)Nc1ccc(NC(=O)c2ccccc2Br)cc1,10%,-1,-0.2,-12%,8%,-6%,-6%,-13%
COc1ccc(S(=O)(=O)N2CCCCC2c2cc(C(=O)Nc3ccccc3Cl)no2)cc1 (stereo not given),-2%,1,-0.6,41%,19%,7%,-8%,5%
CCN(CC)C(=O)COc1cc(C)cc2oc(=O)cc(-c3ccccc3)c12,-22%,9,0.1,9%,-6%,2%,-8%,-2%
CC(=O)c1ccc(-c2cnc3c(NC=O)cc(-c4cccc(C(=O)N(C)C)c4)cn23)cc1,-7%,-59*,-0.5,22%,-11%,28%,-11%,7%
COc1ccc(OC)c(C(=O)c2c(C)oc3cc([N+](=O)[O-])c(O)c([N+](=O)[O-])c23)c1,-15%,?,-3.3,17%,2%,?,-12%,0%
CCN(CC(=O)Nc1ccc(OC)cc1)C(=O)c1ccc(N2CCCC2=O)cc1,4%,-1,-0.4,-12%,-4%,9%,-1%,-7%
COc1cccc(CN(CCC(C)C)S(=O)(=O)c2cc(Br)ccc2Br)c1,-17%,13,-0.4,-4%,-11%,-1%,-7%,0%
Cc1ccccc1NS(=O)(=O)c1cc(C(=O)Nc2cccc(N(C)S(C)(=O)=O)c2)ccc1C,-3%,nt,1.6,38%,15%,-12%,4%,-1%
O=C(COC(=O)c1cc(S(=O)(=O)Nc2ccccc2Cl)ccc1O)Nc1nc2ccccc2s1,-29%,?,-2.8,14%,4%,-32%,-23%,-22%
CCn1nnc2cc(C(=O)Nc3cc(OC)cc(OC)c3)ccc21,-3%,-8,1.3,14%,-9%,1%,1%,14%
Cc1ccc(OCC(=O)OCC(=O)NC2CCS(=O)(=O)C2)cc1C (stereo not given),14%,2,0.9,4%,0%,-7%,6%,-8%
CCOc1ccccc1/C=N/n1c(C2CCCCC2)n[nH]c1=S,3%,-2,-1.9,-16%,-6%,-8%,?,8%
CCOC(=O)c1cc(S(=O)(=O)N2CCN(Cc3ccccc3)CC2)cn1C,-15%,7,2.0,-8%,-3%,-9%,-6%,2%
O=C(O)c1cccnc1SC1CC(=O)N(Cc2ccccc2)C1=O (stereo not given),11%,?,-0.1,-6%,0%,14%,3.8µM*,11%
Cc1cc(C)n(-c2nc3ccccc3c(=O)n2OCC(C)C)n1,-7%,-2,-5.0,19%,8%,10%,-8%,-15%
O=[N+]([O-])c1ccc(/C=N\N2CCN(Cc3ccccc3Cl)CC2)cc1,-1%,9,-0.4,-37%,10%,-2%,-8%,2%
O=C(CCCOc1ccc(Cl)cc1Cl)Nc1cccnc1,-18%,3,0.1,nt,-2%,-4%,-4%,-47%[inhibitor]
CCCCOc1ccc(C(=O)Nc2ccc(N3CCN(C(C)=O)CC3)cc2)cc1,-7%,2,-0.4,nt,-6%,6%,-2%,10%
Cc1ccc(N(CC(=O)NCCc2ccccc2)C(=O)CCC(=O)Nc2cc(C)ccn2)cc1,-9%,3,-2.6,30%,-9%,0%,-5%,12%
COc1ccc(OC)c(C(=O)c2ccccc2)c1,-3%,nt,-0.5,-15%,3%,-4%,-3%,8%
CC(=O)N(OCc1ccc(OC(C)C)c(Cl)c1)C(C)=O,13%,2,-2.1,-10%,1%,-2%,1%,10%
O=C(CCS(=O)(=O)c1ccc2c(c1)NC(=O)CS2)NCCc1ccccc1,-28%,-1,0.1,-5%,0%,-2%,-18%,-1%
O=C1/C(=C/c2ccc3c(c2)OCO3)SC(=S)N1CCC(=O)N(CCO)c1ccccc1,-3%,-10,4.7,17%,-5%,-9%,-1%,8%
COc1ccc(S(=O)(=O)N2CCN(C(=O)c3cc(-c4ccc(Br)cc4)n[nH]3)CC2)cc1OC,-8%,?,0.6,?,0%,-20%,-6%,-1%&-9%
CC(=O)C1(O)CCC2C3CCC4CC(=O)CCC4(C)C3C(=O)CC21C (stereo not given),3%,0,-1.8,nt,0%,3%,3%,-3%
Cc1ccc(/C=N/NC(=O)CSCc2ccc(Cl)cc2)cc1,-3%,16,-2.6,8%,17%,-10%,-3%,13%
Cc1ccc(S(=O)(=O)N2CCC(C(=O)OCC(=O)N(C)Cc3ccccc3)CC2)cc1C,-20%,0,1.4,29%,5%,-8%,-11%,-1%
Cc1ccc(CN2CCN(/N=C/c3cccn3C)CC2)c(C)c1,1%,-4,0.2,-5%,-7%,5%,-10%,-6%
Cc1nnc(NC(=O)CCS(=O)(=O)Cc2ccccc2)s1,-3%,-12,2.3,-3%,0%,3%,?,-8%
CC(C)=CCCC(C)CN1CCC(N2CCC(C(=O)N3CCCC3)CC2)CC1 (stereo not given),8%,9,-0.7,-2%,1%,-4%,-8%,-2%
Cc1ccc([N+](=O)[O-])cc1/C=N/Nc1nnnn1-c1ccccc1,11%,nt,0.9,-14%,-5%,-9%,-2%,-4%
O=C1NC[C@H](c2ccccc2)OC(=O)[C@@H](Cc2ccc(F)cc2)C/C=C\C[C@H]1CC(=O)N(CCO)Cc1ccccc1,-16%,0,-3.4,?,-19%,-14%,-15%,-17%
O=C(CN1CCN(c2ccccc2)CC1)Nc1c(C(=O)C2CC2)oc2ccccc12,1%,-3,-1.0,9%,13%,5%,-9%,-7%
Cc1ccc(S(=O)(=O)N2CCN(C(=O)CN3C(=O)c4ccc([N+](=O)[O-])cc4C3=O)CC2)c(C)c1,8%,2,0.4,6%,12%,-4%,-8%,-2%
CCCNC(=O)c1cn(CC)c2cc(N3CCN(C)CC3)c(F)cc2c1=O,-3%,5,0.1,-13%,2%,-25%,-4%,-8%
COC(=O)c1ccc(CNC(=O)c2c3c(nc4ccccc24)CCN(Cc2ccccc2)C3)cc1,-3%,2,-3.3,?,-9%,-1%,-7%,1%
CCN(CC)S(=O)(=O)c1ccc(C(=O)NNC(=O)c2csc(N3CCOCC3)n2)cc1,-23%,-13,0.3,23%,-4%,-10%,-7%,2%
COC(=O)C1=C(C(=O)OC)[C@@H]2Nc3ccccc3[C@@]23C[C@@H](C(=O)OC)N(C(=O)c2cc(C)oc2C)C3=N1,-8%,15,0.1,?,6%,3%,-4%,5%
COc1cccc(CN(C)C(=O)CC23CC4CC(CC(C4)C2)C3)c1OC,?,2,-6.3,22%,3%,4%,30µM*,-10%
CCC1(CC)CNC(=O)NC1,14%,0,-0.6,-25%,0%,13%,1%,-8%
Cc1ccccc1S(=O)(=O)NC(=O)C1(C)CCN1C(=O)Cc1ccc(Cl)cc1Cl (stereo not given),-8%,7,0.3,16%,-1%,1%,-14%,-6%
Cc1sc2ncnc(N3CCCCC3C)c2c1C (stereo not given),5%,-3,-4.8,6%,8%,-10%,-7%,-11%
O=[N+]([O-])c1ccc2oc(/C=C/c3ccc(O)cc3)nc2c1,4%,1,-0.9,-3%,-4%,8%,1%,-4%
CC(C)CC(=O)/C=C/n1c(=S)oc2ccccc21,17%,1,-0.6,-8%,2%,9%,-24%,-16%
CCOc1ccccc1N(CC(=O)N1CCC(C(N)=O)CC1)S(=O)(=O)c1ccc(SC)cc1,-16%,-7,0.9,21%,-21%,-26%,-19%,-3%
CCN(Cc1cc(OC)c(OC)c(OC)c1)C(=S)Nc1cccc(SC)c1,5%,-2,-0.1,-8%,0%,-8%,3%,-5%
NC(=O)c1nn(-c2cccc(Cl)c2)c(=O)cc1O,1%,nt,-2.0,11%,9%,-7%,-3%,12%
CCc1ccccc1NC(=O)C1CCCC1,4%,-3,1.4,-20%,0%,8%,4%,9%
N/C(=N\N=C\c1cccs1)SC1CC(=O)N(c2ccc(Br)cc2)C1=O (stereo not given),?,-1,0.6,34%,-10%,-12%,-8%,-3%
CC(=O)CC(c1ccccc1)S(=O)(=O)c1ccc([N+](=O)[O-])cc1 (stereo not given),-14%,-3,0.9,14%,10%,-1%,-10%,-14%
O=C(NCC1COCCO1)c1cc(COc2c(F)cccc2F)on1 (stereo not given),-13%,2,-1.3,nt,-6%,-16%,-10%,-21%

# Complete entries from above:
# CCOc1ccccc1N(CC(=O)N1CCC(C(N)=O)CC1)S(=O)(=O)c1ccc(SC)cc1 reads EPAC1 antag = -16%; PI5P4Ka inh = -7; IL-2 act = 0.9; FUS suppressor = 21%; EPAC1 agonist = -21%; WRN helicase inh = -26%; PLK1 PBD inh = -19%; Abeta rescue = -3%
# N/C(=N\N=C\c1cccs1)SC1CC(=O)N(c2ccc(Br)cc2)C1=O (stereo not given) reads EPAC1 antag = ?; PI5P4Ka inh = -1; IL-2 act = 0.6; FUS suppressor = 34%; EPAC1 agonist = -10%; WRN helicase inh = -12%; PLK1 PBD inh = -8%; Abeta rescue = -3%

# Screening data: PubChem BioAssay, National Center for Advancing Translational Sciences (NCATS)
